From PubChem
KLK5 inh – human KLK5 protease inhibitors, primary screen, biochemical, 1536-well; Kallikrein-5 (Homo sapiens), Q9Y337; recombinant hK5, fluorogenic AMC substrate cleavage; inhibition, % at 5 µM; 210,000 tested, 0.59% active; AID 873, 2007;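 active = inhibition of 40% or more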;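 note: 0% = enzyme controls without compound and 100% = no-enzyme blanks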
Calpain2 inh – inhibitors of pig calpain II, primary screen, biochemical, fluorogenic peptide substrate, 1536-well; purified calpain II, 30 min; inhibition, % at 16 µM; 220,000 tested, 0.37% active; AID 1236, 2008;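 active = inhibition above about 50%, limit read from the data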
Rad51 HR inh – human RAD51 strand exchange inhibitors, primary screen, biochemical, fluorescence. 200,000 tested, 0.085% active. inhibition, % at 10 µM. hRad51 DNA strand exchange, fluorescence dequenching. AID 1385, 2008;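 active = inhibition above 40% at the single screening dose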;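 note: 0% = DMSO control wells and 100% = blanks with heterologous ssDNA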
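Test system – preformed human Rad51 ssDNA filaments · Reagent – Donor/quencher-labelled 47-bp dsDNA substrate · Incubation – 37 °C 15-min filament assembly, 30-min compound preincubation, 15-min exchange · Signal – FRET fluorescence dequenching, excitation 485 nm, emission 520 nm · Read-out – percent inhibition from fluorescence, normalised to plate control and blank means · Benchmarks – plate control and blank wells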
FXIa inh – human FXIa protease inhibitors, primary screen, biochemical, 1536-well | Coagulation factor XI (Homo sapiens), P03951 | purified FXIa, Boc-Glu-Ala-Arg-AMC fluorogenic substrate | inhibition, % at 5 µM | 220,000 tested, 0.14% active;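 active = inhibition of at least 40%; inactive = inhibition below 40%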;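 note: fluorescence of freed AMC excited at 355 nm; 0% = enzyme without compound and 100% = no enzyme blank; many of its hits are not listed in these tables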
PERK inh – block of dimerizer-induced PERK translation repression, primary screen, PERK inhibitor project, CHO PERK-DD cells, SEAP luminescence, HTS; Eukaryotic translation initiation factor 2-alpha kinase 3 (Homo sapiens), Q9NZJ5; CHO PERK-DD fusion, SEAP luminescence translation reporter; inhibition, % at 5.6 µM; 220,000 tested, 0.17% active; AID 1416, 2008;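 active = inhibition above the mean inhibition of all tested compounds plus 3 SD, set separately per screening campaign, cut at about 2.9% in these data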;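 note: PERK kinase domain activated by AP20187 dimerizer at 100 nM; 0% = DMSO with dimerizer and 100% = rapamycin at 8.4 µM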
Target sequence (Q9NZJ5 whole entry, looked up, the tested form may be a part): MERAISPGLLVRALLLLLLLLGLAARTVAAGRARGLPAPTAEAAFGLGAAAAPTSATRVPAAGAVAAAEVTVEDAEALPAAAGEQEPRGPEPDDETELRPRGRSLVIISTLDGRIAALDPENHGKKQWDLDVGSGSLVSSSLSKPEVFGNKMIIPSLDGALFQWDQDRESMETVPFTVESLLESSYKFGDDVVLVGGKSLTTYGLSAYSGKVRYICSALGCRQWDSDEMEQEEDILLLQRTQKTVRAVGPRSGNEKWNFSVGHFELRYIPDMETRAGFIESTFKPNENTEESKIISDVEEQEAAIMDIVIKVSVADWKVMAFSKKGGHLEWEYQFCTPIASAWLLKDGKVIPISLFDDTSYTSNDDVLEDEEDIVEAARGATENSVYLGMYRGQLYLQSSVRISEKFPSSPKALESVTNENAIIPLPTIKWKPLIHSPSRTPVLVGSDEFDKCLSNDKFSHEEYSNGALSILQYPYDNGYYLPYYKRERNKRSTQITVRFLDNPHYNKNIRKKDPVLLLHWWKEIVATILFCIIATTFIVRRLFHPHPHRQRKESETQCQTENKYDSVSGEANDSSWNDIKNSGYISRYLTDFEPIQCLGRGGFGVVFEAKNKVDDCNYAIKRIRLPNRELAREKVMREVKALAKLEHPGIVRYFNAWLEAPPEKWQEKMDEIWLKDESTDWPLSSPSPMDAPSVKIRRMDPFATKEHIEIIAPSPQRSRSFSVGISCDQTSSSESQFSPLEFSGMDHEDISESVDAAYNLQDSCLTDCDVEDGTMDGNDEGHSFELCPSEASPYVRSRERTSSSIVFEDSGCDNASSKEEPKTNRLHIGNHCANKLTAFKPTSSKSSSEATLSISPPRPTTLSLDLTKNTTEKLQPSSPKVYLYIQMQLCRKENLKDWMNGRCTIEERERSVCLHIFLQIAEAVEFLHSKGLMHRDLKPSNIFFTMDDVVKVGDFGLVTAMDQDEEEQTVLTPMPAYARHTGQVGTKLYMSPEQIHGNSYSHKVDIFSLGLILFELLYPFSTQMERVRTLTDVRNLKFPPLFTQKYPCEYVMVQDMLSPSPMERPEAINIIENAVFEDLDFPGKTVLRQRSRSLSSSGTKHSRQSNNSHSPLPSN
thrombin 1536 – human alpha-thrombin inhibitors, primary screen, counter-screen for coagulation protease inhibitor project, biochemical, 1536-well, fluorogenic AMC substrate. Boc-VPR-AMC fluorogenic substrate cleavage. inhibition, % at 5 µM. 220,000 tested, 0.26% active. Prothrombin (Homo sapiens), P00734;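 active = inhibition at or above 40%; inactive = inhibition below 40%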;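 note: 0% = enzyme with no compound and 100% = wells without enzyme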
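Test system: human alpha-thrombin protein / Dosing: one concentration per compound, 5 µM, with 0.2% DMSO / Medium: pH 7.5 Tris-saline with Tween 20 / Benchmarks: no-compound enzyme wells and no-enzyme blanks / Read-out basis: percent inhibition of thrombin substrate cleavage / Timing: reaction at room temperature / Measured by: fluorescence, ex 355 nm, em 460 nm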
Cl transport mod – KCC2 cotransporter modulators, thallium flux, primary screen, cell-based, HEK293 KCC2, FluoZin-2 fluorescence, MLSMR; Solute carrier family 12 member 5 (Homo sapiens), Q9H2X9; KCC2 cells, thallium flux FluoZin-2 fluorescence; B-score of Tl+ flux slope (higher = more flux/activation; lower = inhibition) at 10 µM; 190,000 tested, 2.2% active;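 active = thallium flux slope and its plate-corrected score both differing from the plate sample mean at a set confidence after two filtering rounds, in either direction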;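 note: slope of fluorescence scaled to starting intensity during 10 to 20 s after thallium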
FXIIa inh 1536 – human FXIIa protease inhibitors, primary screen, biochemical, 1536-well | Coagulation factor XII (Homo sapiens), P00748 | purified FXIIa, Boc-QGR-AMC fluorogenic substrate, 2 h | inhibition, % at 5 µM | 220,000 tested, 0.3% active; in the data active = inhibition above about 40%;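 note: 0% = enzyme with no compound and 100% = blank without enzyme; many of its hits are not listed in these tables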
Furin inh – human furin inhibitors, primary screen, biochemical, fluorescence intensity. P09958. purified furin, fluorogenic substrate cleavage. inhibition, % at 30 µM. 220,000 tested, 0.061% active. AID 463115, 2010; in the data active = inhibition above about 25%; note: inactives centre near -15
Numbers without * were called inactive; . = not tested or not shown; [ ] = remark or other dose.

SMILES	KLK5 inh	Calpain2 inh	Rad51 HR inh	FXIa inh	PERK inh	thrombin 1536	Cl transport mod	FXIIa inh 1536	Furin inh
COc1cccc(-c2cc(-c3cccnc3)nc(N)c2C#N)c1	-10	-226	0	-7	-1.9	-1	-1.5	-5	-24
CCCC(NC(=S)NCC1CCCO1)C12CC3CC(CC(C3)C1)C2 (centres undefined)	-1	43	-9	-4	1.1	-16	-1.6	3	-11
Cc1cc(C)nc(N2CCN(CC(=O)NCc3ccccc3)CC2)n1	2	-16	3	4	0.6	1	-0.53	14	-7[20 µM]
COc1ccccc1OCCC(=O)Nc1cccc(S(=O)(=O)N2CCCCC2)c1	-16	6	-2	-2	-0.1	-7	0.9	12	-16
CC1=C(C(=O)OC(C)C)C(c2c[nH]c3ccccc23)n2ncnc2N1 (centres undefined)	-11	-10	-6	2	1.0	-1	0.33	14	-23
COc1ccccc1OCC(=O)Nc1sc2c(c1C(=O)NCC1CCCO1)CCC2 (centres undefined)	-27	36	-4	3	-0.9	5	.	7	1[20 µM]
CN(C)CCOC(=O)CC12CC3CC(C1)CC(CC(=O)OCCN(C)C)(C3)C2	1	-43	-16	-2	-0.1	-9	0.99	7	-32
NC(=O)C1CCN(Cc2nc3c(Br)cc(Br)cc3c(=O)[nH]2)CC1	2	-35	4	-1	0.9	-3	-0.52	12	-26
Cn1nc(-c2ccccc2)cc1NS(=O)(=O)c1ccc(C#N)cc1	14	-6	5	-1	0.5	-8	-0.18	2	-20
Cc1nc2sc3c(c2c(=O)n1N)CCC3	0	-191	6	-1	0.6	-3	-0.41	2	-21
CN(C)C(=O)N1CCC(C(=O)NCc2ccc(F)cc2)CC1	-17	-15	2	4	0.7	-2	1.2	8	-16
O=C(NCC1CCCO1)C1CCC(N2C(=O)c3ccccc3C2=O)CC1 (centres undefined)	1	-6	-2	-2	-0.4	-3	0.91	2	-18
CN(C)S(=O)(=O)c1cccc(N=c2scc(-c3ccc4c(c3)NC(=O)CO4)n2CC2CCCO2)c1 (centres undefined)	-10	-54	.	16	-0.2	-4	-0.28	23	-18[20 µM]
O=[N+]([O-])/C(C(Cl)=C(Cl)Cl)=C(/Sc1ccccc1)N1CCCCC1	-5	3	26	-7	-0.4	-1	0.0097	6	-6
O=C(NC(NC(=S)Nc1cccc(Cl)c1)C(Cl)(Cl)Cl)OCc1ccccc1 (centres undefined)	4	-29	-4	-4	0.4	-1	-0.2	10	-25[20 µM]
CC1=C(/C=C/C(=O)O)C(C)(C)CCC1	3	-5	5	-10	0.3	0	.	13	-18[20 µM]
CCN(CC)c1ccc2c(c1)C(=O)N(C)C2=O	4	3	2	6	-0.4	-1	0.03	17	-4[20 µM]
N#Cc1ccccc1Sc1ccccc1C(=O)OCC(=O)NC1CCS(=O)(=O)C1 (centres undefined)	1	14	-10	10	0.5	-7	-1.2	6	-12
CC1Cc2nc(SCC(=O)NC3CCCCC3)n(C)c(=O)c2S1 (centres undefined)	-10	-46	-9	1	-1.2	-5	0.93	-6	-4[20 µM]
COc1ccc(CC(=O)n2nc(-c3ccc(Cl)cc3)nc2NCc2ccco2)cc1	-3	12	-8	3	0.3	29	0.66	24	-6[20 µM]
Cc1ccccc1OCC(=O)N/N=C/c1ccc(Sc2nc3ccccc3s2)o1	-25	-174	0	-15	-0.3	-3	1.1	6	-12[20 µM]
O=c1oc(-c2ccccc2)nc2ccsc12	4	11	7	11	-0.6	-7	.	5	-12[20 µM]
CC(=O)c1ccc(OC(=O)C(CCS(C)(=O)=O)N2C(=O)c3ccccc3C2=O)cc1 (centres undefined)	-2	-7	1	4	1.0	-5	0.68	10	-17[20 µM]
CCOC(=O)C1(CCc2ccccc2)CCN(C(=O)CCc2cnccn2)CC1	1	-103	-3	1	-0.4	.	0.2	4	-10
COc1ccc(/C=N/NC(N)=S)cc1	0	-10	-12	-1	-0.1	-4	0.73	7	-12
CS(=O)(=O)c1ccc2nc(NC(=O)C3CCCCC3)sc2c1	-17	34	0	11	0.3	-1	-0.053	17	-20
O=C(Nc1nc2ccccc2n1CCN1CCCC1)C1CCCCC1	17	-12	6	-3	-0.2	-5	.	-2	-8
COc1ccc(CCNC(=O)/C=C/c2ccc(C)cc2)cc1OC	1	-16	0	15	-0.1	0	-0.59	14	-23
Cn1c(C(=O)OC(C(=O)NC2CCCCC2)c2ccncc2)cc2sccc21 (centres undefined)	-13	13	2	2	-0.6	-7	-2.5	0	-17
Cc1cc(C)c(C#N)c(Nc2ccccc2Cl)n1	-1	-36	1	11	-0.2	1	.	14	-17
Cc1ncccc1C(=O)N1CCCC(CNC(=O)c2ccc(-c3ccccc3)cc2)C1 (centres undefined)	0	-47	2	-3	0.9	-3	-4.4*	9	-32
Cc1ccc(C)c(C(=O)OCC(=O)Nc2ccc(N3CCOCC3)cc2)c1	-5	-26	28	-7	-0.5	5	.	-1	-12
O=C(Nc1nncs1)c1c(F)c(F)c(F)c(F)c1F	0	4	1	2	0.5	5	0.65	0	-9[20 µM]
CCc1nnc(NS(=O)(=O)c2ccc(N/C=C(\C=O)c3nc4cc(Cl)ccc4o3)cc2)s1	1	6	12	-1	0.5	13	2.1	4	-13
CCOC(=O)C1=NN(c2ccc([N+](=O)[O-])cc2)CC1C(=O)OC (centres undefined)	-2	-7	6	11	0.5	1	-0.017	8	-19
O=C(NCc1ccc(F)cc1F)c1cc(COc2c(F)cccc2F)on1	.	5	.	-2	2.0	-2	-2.7	7	-16
COc1ccc(OCC(=O)N2CCN(c3nnc(-c4ccc(C)cc4)c4ccccc34)CC2)cc1	-2	37	5	-5	-3.0	-8	-1.6	-4	-1
CC(=O)C1=C(c2ccccc2)NC(=S)NC1c1cc(Cl)c(OC(C)C)c(Cl)c1 (centres undefined)	-12	-6	-13	4	-0.9	-10	0.037	10	-1
CC(=O)OCC(=O)N1N=C(c2ccc3ccccc3c2)CC1c1ccccc1 (centres undefined)	8	3	.	-2	1.0	-10	0.58	6	-8
O=C1c2cccnc2C(Nc2ccccc2)N1Cc1ccco1 (centres undefined)	10	-7	-1	4	0.1	2	.	15	-23[20 µM]

Reformatted with each value named: part of the list above
COc1ccc(CC(=O)n2nc(-c3ccc(Cl)cc3)nc2NCc2ccco2)cc1
  KLK5 inh = -3	Calpain2 inh = 12	Rad51 HR inh = -8	FXIa inh = 3	PERK inh = 0.3	thrombin 1536 = 29	Cl transport mod = 0.66	FXIIa inh 1536 = 24	Furin inh = -6[20 µM]
CCc1nnc(NS(=O)(=O)c2ccc(N/C=C(\C=O)c3nc4cc(Cl)ccc4o3)cc2)s1
  KLK5 inh = 1	Calpain2 inh = 6	Rad51 HR inh = 12	FXIa inh = -1	PERK inh = 0.5	thrombin 1536 = 13	Cl transport mod = 2.1	FXIIa inh 1536 = 4	Furin inh = -13
O=C(NCc1ccc(F)cc1F)c1cc(COc2c(F)cccc2F)on1
  KLK5 inh = .	Calpain2 inh = 5	Rad51 HR inh = .	FXIa inh = -2	PERK inh = 2.0	thrombin 1536 = -2	Cl transport mod = -2.7	FXIIa inh 1536 = 7	Furin inh = -16

(cont.)
SMILES	KLK5 inh	Calpain2 inh	Rad51 HR inh	FXIa inh	PERK inh	thrombin 1536	Cl transport mod	FXIIa inh 1536	Furin inh
CCOC(=O)c1c2c(n(C)c1COC)C(=O)C(=O)c1ccc(Br)cc1-2	.	.	-5	.	1.0	.	-0.16	.	-16[20 µM]
COc1ccc(N2CCN(CCCNC(=O)CC3Oc4ccc(C)cc4NC3=O)CC2)cc1 (centres undefined)	-10	-10	-3	9	-0.9	-1	0.62	22	-7
N#CCC(=O)N/N=C/c1ccc(OCC(=O)Nc2ccc(F)cc2)cc1	-3	-24	2	-1	0.6	0	0.18	11	-13
CC(C)(C)NC(=O)CSc1nnc(C2CC2)n1Cc1ccccc1	-1	-4	-3	0	-0.7	-2	0.22	6	-12
Cc1ccc(/C=C2\SC(=S)N(CC(=O)Nc3ncc(Cc4ccccc4Cl)s3)C2=O)cc1	13	-33	.	-4	0.9	-6	-0.6	-2	-20[20 µM]
O=C(COc1ccc(Cl)cc1Cl)NNC(=S)NCc1ccco1	-1	-22	-2	13	0.5	-3	3.7	12	-18
CCC(C)(C)NC(=O)Cc1ccc(Cl)cc1	-11	-18	1	1	0.6	-3	-0.16	4	-23
O=C(Nc1ccc2c(c1)nc1n2CCN(C2CCCCC2)C1)c1ccco1	2	-83	-1	4	1.9	0	0.66	10	-20
N#Cc1cc([N+](=O)[O-])c(-n2nnc3ccccc32)c([N+](=O)[O-])c1	-8	23	8	-10	0.1	-2	0.69	3	-13[20 µM]
Cc1ccccc1NC(=O)CN(C)S(=O)(=O)c1cccc2cccnc12	-2	8	-10	8	-0.2	-5	0.24	13	-20
CC1Cc2cc(C3(O)C(=O)c4ccccc4C3=O)ccc2N1 (centres undefined)	-2	-10	-2	3	2.4	-3	.	-7	-22
CC1=C(OC(=O)c2ccccc2)C(C)(C)C(c2ccc(Br)cc2)OC1=O (centres undefined)	-17	-17	.	-2	-0.9	2	-0.67	13	-1[20 µM]
CC(C)NC(=S)NCc1cccnc1	-5	-21	-7	5	1.0	-5	-0.41	8	-16
CCCCOC(=O)c1ccc(NC(=O)c2cnc3n(c2=O)CCS3)cc1	7	-48	6	1	-0.6	1	1.4	14	-9
O=C(C1CCC(CNc2c(N3CCCCC3)c(=O)c2=O)CC1)N1CCCCC1 (centres undefined)	1	8	10	-7	.	-3	0.49	0	-20
O=C(Nc1ccc(F)cc1)OCCOc1ccc(Br)cc1	1	9	11	3	0.5	-7	.	10	-3
CCCCCCCN1C2=NCCCN2c2ccccc21	-2	2	.	-4	-0.6	0	-0.037	3	-5
O=C(CCS(=O)(=O)c1ccccc1)Nc1nc2c(s1)COc1ccccc1-2	-18	-26	-5	8	0.5	2	-0.78	13	-25
COc1cc(/C=C(\C#N)c2nc3ccccc3s2)ccc1OCC(=O)Nc1ccccc1	-4	-153	-65	15	0.6	1	-0.6	17	-16
CCN(CC)Cc1cc(C(=O)O)c(-c2ccccc2)o1	-1	-27	4	-2	1.8	-1	.	7	-27
CCOc1ccc(NC(=O)CCN2CCCCC2)cc1	-10	-10	-2	6	0.1	-2	0.63	11	-12
COC(=O)c1ccc(NC(=S)Nc2ccccc2)cc1	1	13	-11	-3	-1.6	-5	1.3	-3	-22[20 µM]
COc1ccc(N=C2SC(CC(=O)Nc3ccccc3)C(=O)N2CCc2ccccn2)cc1 (centres undefined)	-10	-12	.	0	-0.9	-1	-0.008	9	-14
CCOC(=O)N1CCC(N(CCOC)C(=O)Nc2ccc(Cl)cc2)CC1	9	7	.	6	0.5	2	0.43	5	-17
Cc1cccc(NC(=O)CN2C(=O)C(C)Oc3ccccc32)n1 (centres undefined)	-6	18	-2	2	1.3	3	1.4	2	-15
CCN1CCN(c2ncc3c(n2)CC(c2cc(OC)c(OC)c(OC)c2)CC3=O)CC1 (centres undefined)	-5	29	-1	2	-1.6	2	.	20	3

Only part of the results is shown; rates above refer to the full screens.
